Screening data from PubChem BioAssay.
Pf Dd2 inh – blocks in vitro growth of P. falciparum Dd2 | P. falciparum Dd2 growth, SYBR Green, 72 h | Potency, µM (highest dose often 28.9 µM), for inactives: top-dose activity, negative = inhibition, usual class: inhibitors | 4.3% of 120,000 active | AID 1347417; active = well fitted inhibition curve with a large enough effect; inconclusive = small, poorly fitted or top-dose-only effect; inactive = no such curve, though single readings can be large or run the other way;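 also: plate controls were DMSO vehicle for no effect and reference drug for full effect; nearly all actives have a fitted effect of over 65% in size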
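Infected erythrocytes (Dd2, 0.3% parasitemia, 2.5% hematocrit final) are added to compound in RPMI-1640/Albumax II medium, grown 72 h at 37C in low oxygen, then lysed with saponin/Triton-X containing SYBR Green and read by fluorescence.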
* marks the source's active call; other numbers are inactive results; i = inactive; ? = inconclusive; [ ] = remark or other dose. Potency is read from the fitted curve at half-maximal effect. The list is partial; the hit share may differ from the screen's.

SMILES	Pf Dd2 inh
CCN(CC)Cc1ccc2c(c1)CN(C(=O)COc1ccc(C)cc1)CCO2	2.82µM*
CC(C)CCN1CCC(N2CCN(C(=O)c3ccc(F)cc3F)CC2)C1=O (stereo not drawn)	-1.3%
CCc1nc(-c2cc(S(=O)(=O)N3CCN(c4ccccc4F)CC3)ccc2OC)no1	-3.8%
O=c1c(-c2cccc(C(F)(F)F)c2)ccc2n1C[C@H]1C[C@@H]2CN(S(=O)(=O)c2cccs2)C1	12.5%
O=C(NC1CCCCCC1)c1ccc2c(c1)sc1nc(-c3ccccc3)cn12	10µM*
CCc1ccc(CNC(=O)c2cc3c(N4CCSCC4)nc(C)cn3n2)cc1	i
O=C(Nc1ccc(=O)n2c1[C@@H]1C[C@@H](CN(C(=O)COc3ccccc3)C1)C2)c1cncnc1	?
CCc1nc2c(c(-c3ccc(OC)cc3)n1)CN([S+](=O)([O-])c1c(C)noc1C)CC2	-12.8%
Cc1ccc(NC(=O)N2CCC(OC3CCN(S(C)(=O)=O)CC3)CC2)cc1C	i
COCC(=O)N1CCC(OC2CCN(Cc3cccnc3)CC2)CC1	88.9%[activator]
CCOCc1nc(C2CCCN(C(=O)c3ccoc3)C2)no1 (stereo not drawn)	18.1%
CCOc1cccc(C(=O)N(Cc2ccc(N(C)C)cc2)CC2CCCO2)c1 (stereo not drawn)	20.5%
Cc1csc(C(C)N(C)C(=O)c2ccc(CCC(C)(C)O)cc2)n1 (stereo not drawn)	7.6%
O=C(NCC1CC1)c1cn(C2CN(C(=O)NCc3ccccc3)C2)nn1	23.5%
O=C(O)COc1ccc(-c2nccc3c2C(=O)N(Cc2c[nH]c4ccccc24)CC(COc2ccccc2F)O3)cc1 (stereo not drawn)	?
CCOC(=O)c1c(S(=O)(=O)N2CCCC(C(=O)N3CCN(c4ccc(F)cc4)CC3)C2)c(C)n(C)c1C (stereo not drawn)	i
CCC(=O)N1Cc2ccccc2CC2(CCCN2Cc2ccccc2)C1 (stereo not drawn)	?
Cc1noc2c(N(C)C)cc(-c3ccc(F)cc3)nc12	?
CCN(C(=O)c1sc2nc3n(c(=O)c2c1C)CCCC3)c1ccccc1F	?
CC(C)(Oc1nn(Cc2cccc(Cl)c2)c2ccccc12)C(=O)N1CCOCC1	-2.4%[44.1 µM]
CC1CCN([C@@H]2[C@H](O)[C@H](CO)O[C@@H]2CNC(=O)Nc2ccccc2)CC1	-21.4%[44.1 µM]
O=C(c1ccncc1F)N1CCCn2ccnc2C1c1ccccc1 (stereo not drawn)	-7.0%
O=C(NCc1nnc2ccc(-c3ccc(Cl)cc3)nn12)c1ccco1	i
O=C1NCCCCCN(Cc2ccc(F)cc2F)[C@H]2CCC[C@@H]12	i
O=C(CSCc1cccc(F)c1)NCc1ccccc1	16.2%
COc1ccc(-c2noc(Nc3cc(OC)c(OC)c(OC)c3)n2)cc1OC	?
O=C(NCc1nnc2n1CCCC2)[C@H]1CNC[C@H](C(=O)N2CCCC2)C1	12.9%
CS(=O)(=O)N1CCC(C2CCN(C(=O)Cc3cccc(F)c3)C2)CC1 (stereo not drawn)	-26.2%
COCCN1C(=O)c2ccccc2C(C(=O)Nc2nc(C)c(C)s2)C12CCCCC2 (stereo not drawn)	3.55µM*
CCCn1cc(S(=O)(=O)c2cccc(Cl)c2)c(=O)c2cc(F)c(N3CCN(CC)CC3)cc21	?
C=CCNC(=O)C(NC(=O)c1cccs1)C1CCN(C(=O)c2ccc(F)cc2)CC1 (stereo not drawn)	i
COC(=O)c1c(NC(C)=O)c2cc(NC(C)CC(C)(C)O)cnc2n1CCc1ccc(OC)cc1 (stereo not drawn)	i
OCCCc1nc2n(n1)C(c1cccc(Cl)c1)C=C(c1ccccc1)N2 (stereo not drawn)	i
COc1cc(CC2(CCC(=O)N3CCC(Oc4cccc(F)c4)CC3)CCC(=O)N2)ccc1F (stereo not drawn)	-15.1%
CCN1c2cc(C(=O)Nc3ccc(C#N)cc3)ccc2C(=O)N2CCCCCC21 (stereo not drawn)	-8.5%
Cc1c(C(=O)N(Cc2ccc(Cl)cc2)CC2CCCO2)oc2ccc(F)cc12 (stereo not drawn)	1.2%
O=C(c1ccc(Br)o1)N1CCc2nn(CC3CC3)c(=O)n2CC1	0.1%
COC(=O)[C@@H]1Cc2ncn(C)c2CN1C(=O)c1cccs1	5.2%[44.1 µM]
COCCOc1ccc2c(n1)CCN(C(=O)c1ccco1)C2	?
CC(C)CN1C(=O)c2ccccc2C(C(=O)Nc2ccc(C(N)=O)cc2)C12CCCCC2 (stereo not drawn)	12.6µM*
Cc1ccc(CCC(=O)N2CCC(CO)(CN3CCCC3)CC2)cc1	?
CCCCc1cc(C[C@H]2CNCC[C@H]2CC(=O)Nc2nccs2)no1	?
COc1ccc(NC(=O)N2CCC3(CCNCC3)C2)cc1	4.0%
CC(=O)N(C1CC1)C1CCOC2(CCNCC2)C1 (stereo not drawn)	56.4%[activator]
CN(CC1CCOCC1)S(=O)(=O)c1ccc(Cl)cc1	-3.6%
CCn1ncc(N2CCC(NC(=O)c3cccc(C)c3)CC2)cc1=O	-10.1%
CC1=C[C@@H](CO)[C@H](C(C)C)C[C@H]1CC(=O)N1CCN(CCO)CC1	i
CN1CCc2c([nH]c3ccccc23)C12CCN(C(=O)C1CC1)CC2	?
Cc1nc(NCc2ccc(S(=O)(=O)N(C)C)cc2)cc(C2CC(O)C2)n1 (stereo not drawn)	-7.7%
O=C(CCC1CCCN(Cc2cccn2-c2ccccn2)C1)Nc1ccccc1F (stereo not drawn)	7.94µM*
Cc1ccc2nc(N(Cc3cccnc3)C(=O)C3CCCCC3)sc2c1	2.51µM*
COc1ccc(C(=O)N[C@@H]2CCC[C@@H]2C(=O)NCCOc2ccccc2OC)cc1	i
CCO[C@H]1CN(C(=O)CCS(=O)(=O)c2ccccc2)C[C@@H]1O	-1.2%
Cc1ccc(Cl)cc1-n1ncc2c(Nc3cccc(C)c3C)ncnc21	?
COc1ccc(CN2C(=O)CO[C@H](c3ccc(NS(=O)(=O)c4ccccc4)cc3)[C@H]2CO)cc1	?
CCn1c(CO)nnc1C1CC(NC(=O)Cc2c[nH]c3ccccc23)C1 (stereo not drawn)	-10.9%
CC(C)N(CC1CC1)C(=O)CC1COc2ccc(C(=O)N(C)C)cc2N1C (stereo not drawn)	-8.3%
CCn1cc(S(=O)(=O)N2[C@H]3CC[C@@H]2c2cnc(C)nc2C3)cn1	28.4%
CCc1cnc2c(c1SCC(=O)NCc1ccc(F)cc1)c(=O)n(C)c(=O)n2C	-23.3%
CCc1ccc(CNc2ncncc2-c2nc(-c3ccccc3)no2)cc1	i
Next structures follow.
SMILES	Pf Dd2 inh
CC1CCC(NC(=O)CN2C(=O)NC3(CCS(=O)(=O)CC3)C2=O)CC1 (stereo not drawn)	37.9%[activator]
O=C1NCCCCCCN(C(=O)c2cc(C3CC3)[nH]n2)[C@H]2CCCC[C@@H]12	i
CCOc1ccccc1CN1CCCC12Cc1ccccc1CNC2=O (stereo not drawn)	?
CCC1CCCCN1C(=O)CSc1nc(-c2ccc(OC)cc2)cc(C(F)(F)F)n1 (stereo not drawn)	i
COc1cccc(NC(=O)N[C@H]2[C@H](O)[C@@H](N3CCN(c4ccccc4)CC3)[C@@H]3OC[C@H]2O3)c1	?
COCCOc1ccc2c(n1)CCN(C(=O)Cc1ccc(F)cc1)C2	?
COc1ccccc1NC(=O)c1cc2c(s1)CN(C(C)C)C2	i
CCC(=O)Nc1ccc(-c2nnc3c4ccccc4c(C)nn23)cc1	i
COc1cc(-c2nc(Cn3nnc(C(=O)Nc4ccc(C)cc4C)c3C)c(C)o2)cc(OC)c1OC	i
CCN(Cc1ccncc1)C(=O)[C@@H]1C[C@@H](O)CN1C1CCN(C(=O)c2cccc(OC)c2)CC1	-17.7%
COC(=O)CNC(=O)C1CCN(C(=O)C2CN(c3ccc(OC)cc3)C(=O)N2)C1 (stereo not drawn)	-17.1%
O=C(NCc1cccnc1)C1CN(S(=O)(=O)c2cccs2)CC12CCCCC2 (stereo not drawn)	-13.4%
CO[C@H]1[C@H](NC(=O)Cc2ccccc2)c2ccccc2C12CCN(C(=O)COc1ccccc1)CC2	-7.8%
O=C(N[C@H]1CO[C@H]2[C@@H]1OC[C@@H]2Nc1nccc(-c2cccc(F)c2)n1)c1cccs1	-9.4%[44.1 µM]
Cc1c(CCNC(=O)Cc2ccccc2)sc2nc(-c3ccc(F)cc3)nn12	i
O=C(c1cn2cc(-c3ccccc3Cl)n(CC3CC3)c(=O)c2n1)N1CC[C@@H](O)C1	i
O=C(NCCN1CCCCC1)c1cccnc1N1CC2CC(C1)[C@H]1CCCC(=O)N1C2 (stereo partly drawn)	-5.1%
O=C(NCCC1=CCCCC1)C1CCN(C(=O)N2CCOc3ccccc32)CC1	-8.8%
CN(CC1CCOCC1)S(=O)(=O)Cc1cccc(Cl)c1	i
O=S(=O)(NC1CCc2nnc(C3CC3)n2CC1)c1ccc2c(c1)OCCO2 (stereo not drawn)	i
O=C(CSc1nccn1C1CCCC1)Nc1ccc(C(F)(F)F)cc1	27.2%
CC(NC(=O)c1ccc(NC(=O)c2nsc3ccccc23)cc1)c1ccccc1 (stereo not drawn)	?
COC(=O)CNC(=O)c1cc(C(C)(C)C)c2cccn2n1	?
Cc1onc(C(=O)NCC2Cn3cccc3CN2C)c1CN1CCCCC1 (stereo not drawn)	-23.5%
CCCCNC(=O)CSc1nc2cc3c(cc2c(=O)n1CCCC(=O)NCc1ccc2c(c1)OCO2)OCO3	i
Cc1ccc2c(c1)nc1n2[C@@H](CNCc2ccccc2)COC1	?
CC1(C)CN(C(=O)c2coc(COc3ccc4c(c3)OCO4)n2)CCO1	-5.1%
CCCNC(=O)CCN(CCCOC)C(=O)c1cc(C)oc1C	-16.5%
CN(C(=O)c1ccc2oc(Cc3ccc(Cl)cc3)nc2c1)[C@H]1COC[C@@H]1O	-19.3%
Cc1ccc2nc(CSc3nnc(NC(=O)c4ccc(C(C)(C)C)cc4)s3)cc(=O)n2c1	14.6%
CC(=O)NC1(C)CCN(Cc2ccccc2-c2ccccc2Oc2ccccc2)C1 (stereo not drawn)	5.01µM*
CC(C)Oc1ccc(CNC(=O)CCCN2C(=O)CCn3nc(-c4cccn4C)cc32)cc1	3.9%
O=C(c1ccccc1OCC1CCCN(Cc2ccncc2F)C1)N1CCOCC1 (stereo not drawn)	i
CC(C)OCCCNC(=O)CC1=C2CCCCC2N(C(C)C)C1=O (stereo not drawn)	-3.8%
CCOc1ccc(CCNC(=O)CCSCc2cccc(Cl)c2)cc1OCC	11.0%
CN1CCN(Cc2cc(F)cc(Cl)c2)CC12CCNC(=O)CC2 (stereo not drawn)	-19.5%
Cc1noc(C)c1CN1CCc2nc(C(=O)NCCOc3ccccc3)oc2CC1	i
CCn1cnnc1CC1CCN(C(=O)c2ccccc2)CC1	44.9%[activator]
CCN1c2cc(C(=O)Nc3cccc(C(F)(F)F)c3)ccc2C(=O)N2CCCCCC21 (stereo not drawn)	?
CSc1ccccc1NC(=O)c1cnc(-c2ccc(C)cc2)nc1-c1ccncc1	i

Shown bar-delimited: 3 of the compounds above.
mol | Pf Dd2 inh
COCC(=O)N1CCC(OC2CCN(Cc3cccnc3)CC2)CC1 | 88.9%[activator]
CCOCc1nc(C2CCCN(C(=O)c3ccoc3)C2)no1 (stereo not drawn) | 18.1%
CCOc1cccc(C(=O)N(Cc2ccc(N(C)C)cc2)CC2CCCO2)c1 (stereo not drawn) | 20.5%

(next part)
SMILES	Pf Dd2 inh
Cc1noc2c(Nc3ccc(C(N)=O)cc3)cc(-c3ccc(F)cc3)nc12	-3.7%[44.1 µM]
Cc1ccc(S(=O)(=O)N2[C@@H]3CC[C@H]2CC(NC(=O)c2ccncc2)C3)c(C)c1 (stereo partly drawn)	i
CCOc1ccc(CNC(=O)CSc2c3c(nc4cc(Cl)ccc24)CCCC3)cc1	?
COCC1CN(C(C)=O)CC12CCN(C(=O)C1CC=CCC1)CC2 (stereo not drawn)	13.1%
COc1ccc(N2CCN(C(=O)C(C)n3nc(C)c4sc5ccccc5c4c3=O)CC2)cc1 (stereo not drawn)	18.4%
Cn1cccc1C(=O)N1CCn2c(nnc2[C@@H]2C[C@@H](O)CN2Cc2ccccc2)C1	-16.3%
CCN1CCN(CC(=O)NCc2cc(N3CCOCC3)ncn2)CC1	-1.7%
CC(=O)c1ccc(S(=O)(=O)N2CCC(Oc3ccc(-n4cnnn4)cc3)CC2)cc1	49.6%[activator]
O=C(COc1ccc(F)cc1F)N1C[C@H]2CC=CC[C@H]2C1	-28.3%

Entries from the list above containing a Cl atom:
SMILES	Pf Dd2 inh
CC(C)(Oc1nn(Cc2cccc(Cl)c2)c2ccccc12)C(=O)N1CCOCC1	-2.4%[44.1 µM]
O=C(NCc1nnc2ccc(-c3ccc(Cl)cc3)nn12)c1ccco1	i
CCCn1cc(S(=O)(=O)c2cccc(Cl)c2)c(=O)c2cc(F)c(N3CCN(CC)CC3)cc21	?
OCCCc1nc2n(n1)C(c1cccc(Cl)c1)C=C(c1ccccc1)N2 (stereo not drawn)	i
Cc1c(C(=O)N(Cc2ccc(Cl)cc2)CC2CCCO2)oc2ccc(F)cc12 (stereo not drawn)	1.2%
CN(CC1CCOCC1)S(=O)(=O)c1ccc(Cl)cc1	-3.6%
Cc1ccc(Cl)cc1-n1ncc2c(Nc3cccc(C)c3C)ncnc21	?
O=C(c1cn2cc(-c3ccccc3Cl)n(CC3CC3)c(=O)c2n1)N1CC[C@@H](O)C1	i
CN(CC1CCOCC1)S(=O)(=O)Cc1cccc(Cl)c1	i
CN(C(=O)c1ccc2oc(Cc3ccc(Cl)cc3)nc2c1)[C@H]1COC[C@@H]1O	-19.3%
CCOc1ccc(CCNC(=O)CCSCc2cccc(Cl)c2)cc1OCC	11.0%
CN1CCN(Cc2cc(F)cc(Cl)c2)CC12CCNC(=O)CC2 (stereo not drawn)	-19.5%
CCOc1ccc(CNC(=O)CSc2c3c(nc4cc(Cl)ccc24)CCCC3)cc1	?
